# FBW7 activator: human FBW7 E3 ligase activation, primary screen | AlphaScreen FBW7–phospho-cyclin E peptide binding, activator screen | normalized activity (activation), % at 26.1 µM | hit rate 0.13% among 650,000; in the data active = normalized activity above about 1.9%;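 also: purified mutant Fbw7 with reduced substrate affinity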
# TEAD-YAP inh: TEAD-YAP interaction inhibition | inhibition, % at 9.12 µM | HEK-TIYL cells, TEAD-Gal4/YAP UAS-luciferase luminescence | AID 1259422 | hit rate 1.4% among 640,000; in the data active = inhibition above about 32%;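 also: 0% = median of test compound wells and 100% = reference inhibitor wells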
# MITF primary: human MITF inhibition, primary screen | O75030 | AlphaScreen MITF homodimerization, bead proximity signal | inhibition, % at 2.6 µM | hit rate 0.91% among 650,000 | AID 1259374; in the data active = inhibition above about 50%;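 also: 0% = vehicle wells with protein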
# Target sequence (O75030 whole entry, looked up): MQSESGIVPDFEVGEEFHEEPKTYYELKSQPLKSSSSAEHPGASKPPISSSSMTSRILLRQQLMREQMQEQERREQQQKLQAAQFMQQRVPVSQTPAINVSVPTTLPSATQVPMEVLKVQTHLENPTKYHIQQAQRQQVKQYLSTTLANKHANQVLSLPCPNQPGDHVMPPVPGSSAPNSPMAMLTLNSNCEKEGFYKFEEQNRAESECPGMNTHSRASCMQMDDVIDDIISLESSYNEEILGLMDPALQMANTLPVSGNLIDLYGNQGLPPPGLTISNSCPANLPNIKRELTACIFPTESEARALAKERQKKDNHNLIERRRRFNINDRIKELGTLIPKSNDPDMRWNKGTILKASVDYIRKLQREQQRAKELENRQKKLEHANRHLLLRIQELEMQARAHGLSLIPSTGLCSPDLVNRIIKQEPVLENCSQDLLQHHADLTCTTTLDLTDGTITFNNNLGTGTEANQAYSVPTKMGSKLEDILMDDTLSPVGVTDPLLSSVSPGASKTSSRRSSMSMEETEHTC
# GPR151 ag: activates the human receptor GPR151; activation, % at 11.2 µM; PathHunter beta-arrestin GPR151 cells, luminescence; hit rate 1% among 650,000; in the data active = activation above about 4.9%;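 also: 0% = median of compound wells and 100% = cells with positive control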
# Target sequence (Q8TDV0 whole entry, looked up): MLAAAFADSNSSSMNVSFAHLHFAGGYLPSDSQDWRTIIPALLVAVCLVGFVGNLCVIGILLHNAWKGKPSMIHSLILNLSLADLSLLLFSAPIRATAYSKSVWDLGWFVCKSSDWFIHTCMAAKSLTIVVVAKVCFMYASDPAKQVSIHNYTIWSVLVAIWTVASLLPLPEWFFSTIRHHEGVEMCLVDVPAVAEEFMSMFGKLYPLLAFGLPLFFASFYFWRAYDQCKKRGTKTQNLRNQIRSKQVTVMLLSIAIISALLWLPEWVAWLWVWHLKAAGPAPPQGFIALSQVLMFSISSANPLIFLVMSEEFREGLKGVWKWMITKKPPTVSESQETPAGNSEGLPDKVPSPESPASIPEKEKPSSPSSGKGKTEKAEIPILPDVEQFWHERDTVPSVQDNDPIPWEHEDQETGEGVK
# * = called active by the depositor; nt = no result given; & = joins results of further samples.
SMILES,FBW7 activator,TEAD-YAP inh,MITF primary,GPR151 ag
Cc1cccc2nc(CSc3nncn3-c3ccccc3)c(Br)n12,0.2,-3,14,-0.7
Cc1ccc(C)c(OCCc2c(C)n[nH]c2C)c1,-0.1,-13,-2,2.1
Cc1ccc2nc(COc3cccc4cccnc34)cc(=O)n2c1,-0.3,-23,1,-1.6
CCC(=O)Nc1ccc(C(=O)CN2C(=O)NC(CC)(c3ccc(Cl)cc3)C2=O)cc1 (centres undefined),-0.2,5,2,1.8
COc1ccc2c(CNC3CCCCCC3)c(C(=O)O)n(Cc3ccc(F)cc3)c2c1,-0.2,2,-3,-0.4
Cc1cc(NC(=O)c2ccc(N(C)C)cc2)no1,0.2,16,8,-3.7
NC(=O)NC(=O)Nc1ccc(I)cc1,0.1,2,5,-0.1
CCN(CC)CCN1CCN(c2ncc(-c3ccccc3N(C)C)n3ccnc23)CC1,-0.2,5,-3,0.5
COc1ccc(O)c(/C=N/NC(=O)c2cc(Br)ccc2OC)c1,0.0,-11,-9,0.3
O=C(NCCCOc1cccc2cccnc12)c1c(F)cccc1F,-0.1,-9,5,-0.5
O=C(N/N=C\c1ccc([N+](=O)[O-])cc1)c1ccccn1,-0.2,-53,-19,3.5
Nc1ccc(C(=O)N(Cc2ccccc2)c2ccccc2)cc1,-0.1,3,-3,1.3
CN(C)c1ccc(C(CN)N2CCN(c3ccc(F)cc3)CC2)cc1 (centres undefined),-0.2,11,17,-2.3
COc1ccc(OC)c(C(=O)CC2(O)C(=O)Nc3ccc(Br)cc32)c1 (centres undefined),-0.2,-17,-3,5.8*
CN1[C@@H](C(=O)N2CCCCCC2)C[C@@H](c2ccco2)NS1(=O)=O,0.1,6,12,-0.4
CC(C)(C)c1cc(C(=O)Oc2ccc(C3CCCCC3)cc2)cc(C(C)(C)C)c1,-0.1,10,-10,-0.1
CCN(CCO)C(=O)c1c(SC)nc2sccn2c1=O,-0.4,6,3,-0.1
CCOC(=O)C1=CN(Cc2ccc(OC)cc2)C=C(C(=O)OCC)C1c1ccc(OCc2ccccc2)cc1,0.1,-5,-4,1.9
O=C(CSc1nc2ccccc2c(=O)n1CCc1ccccc1)Nc1cccc(C(F)(F)F)c1,-0.1,3,-11,0.2
CCOC(=O)c1cnc(SC)nc1NC(=O)Nc1ccccc1,0.0,7,6,-0.6
Cc1cc(-c2ccc(/C=C3\NC(=S)NC3=O)o2)ccc1[N+](=O)[O-],0.0,1,0,1.4
Ic1cccc(-c2nc(-c3ccncc3)no2)c1,0.0,-12,-13,-1.0
CC(OCc1ccccc1)C(NC(=O)OC(C)(C)C)C(=O)Nc1ccccc1 (centres undefined),0.8,6,14,0.3
N#Cc1ccc(-c2ccc(OC3CCN(c4ncccn4)CC3)cc2)cc1,0.1,8,0,-0.6
CN(Cc1ccc(-c2ccc([N+](=O)[O-])cc2)o1)C(=O)CSCC(=O)O,-0.2,4,8,-1.2

# Pulled by structure from the list above (2):
SMILES,FBW7 activator,TEAD-YAP inh,MITF primary,GPR151 ag
Cc1ccc2nc(COc3cccc4cccnc34)cc(=O)n2c1,-0.3,-23,1,-1.6
N#Cc1ccc(-c2ccc(OC3CCN(c4ncccn4)CC3)cc2)cc1,0.1,8,0,-0.6

# Continued.
SMILES,FBW7 activator,TEAD-YAP inh,MITF primary,GPR151 ag
O=C1[C@H]2[C@H]3[C@H](O)[C@H](O)C/C(=N\OC[C@@H](O)COCc4ccco4)[C@@H]3CC[C@H]2C(=O)N1Cc1ccccc1,0.7,nt,-15,0.7
Cc1ccc(Cl)cc1N1CCN(CC(O)COc2ccc3c(c2)OCO3)CC1 (centres undefined),-0.3,-8,11,4.1
CC(NC(=O)C1CC1)C(c1cccs1)N1CCN(c2ccccc2F)CC1 (centres undefined),-0.1,3,0,2.0
COc1ccc(NS(=O)(=O)c2ccc(NC(=O)c3ccc([N+](=O)[O-])cc3)cc2)nn1,0.0,5,4,-0.4
O=C1OC(c2ccc(Cl)cc2)=N/C1=C\c1ccccc1C(F)(F)F,-0.1,-8,2,-0.1
C/C(Cl)=C/Cn1c(NCCN(C)C)nc2c1c(=O)n(C)c(=O)n2C,1.6,8,9,2.0
Cc1ccc2sc(-c3ccc(NC4=CC(=O)CC(C)(C)C4)cc3)nc2c1,-0.1,53*,-9,-0.3
COCCNCCCCOc1c(Cl)cc(C)cc1Br,0.0,2,41,-1.0
Cc1cccc(S(=O)(=O)N2CCCc3ccccc32)c1,0.0,-5,-1,0.7
COC(=O)C1=C(C)N(Cc2ccccc2)C(=O)/C1=C\c1ccc(C(=O)O)cc1,0.0,-3,-7,1.4
CCOC(=O)c1c(CN(CC)CC)n(-c2ccccc2)c2cc(Br)c(O)cc12,0.1,-11,6,-0.9
CCN1C(=O)NC(c2ccccc2[N+](=O)[O-])C(C(=O)OC2CCCCC2)=C1C (centres undefined),-0.1,-3,7,1.6
COC(=O)c1c(OC2CCCC2)cc(=O)n2c1CCN(Cc1c[nH]c3ccccc13)CC2,-0.1,9,-3,1.4
COc1ccc(N2CCN(S(=O)(=O)c3cccc(C)c3)CC2)cc1,-0.1,-6,1,0.4
Cc1nc(N(C)c2ccc(C(C)C)cc2)c2c(C)c(C(=O)N3CCN(Cc4ccccc4)CC3)sc2n1,-0.3,-1,8,-0.5
Cc1cc(C)c(C)c(S(=O)(=O)NCCCCN2CCOC(c3ccccc3)C2)c1C (centres undefined),-0.4,7,-3,-0.5
Clc1ccc(-c2nnc(SCc3cn4ccsc4n3)n2CC2CCCO2)cc1 (centres undefined),-0.5,-3,-10,0.4
CCN1C(=O)Cc2cc(NC(=O)c3ccc(C(C)(C)C)cc3)ccc21,0.1,4,12,5.2*
COc1ccc(C(=O)CSc2nnc(C3COc4ccccc4O3)n2-c2ccccc2)cc1 (centres undefined),0.2,-8,-14,-1.6
COc1ccc(/C(C)=N/NC(=O)c2ccc(O)cc2)cc1,-0.1,-5,3,2.4
CC(=O)n1c(O)c(/C=C2\C=c3cccc(C)c3=NC2=O)sc1=N,0.0,12,-22,-0.8
Cc1cccc(N2C(=O)CSC2c2ccccn2)c1 (centres undefined),0.9,3,1,-0.4
COc1cccc(/C=N/NC(=O)C(=O)Nc2ccc(F)cc2)c1O,-1.4,-3,-1,0.6
CC1=C(C(=O)OC(C)C)C(c2ccccc2)NC(=S)N1C (centres undefined),-0.1,-1,-2,0.1
CC(=O)Nc1ccc(N=Cc2cccc(F)c2O)cc1,0.0,4,12,1.4
SMILES,FBW7 activator,TEAD-YAP inh,MITF primary,GPR151 ag
COc1cc(OC)cc(-c2nc3ccccc3c(=O)n2NC(=O)Cc2cccs2)c1,1.4,-2,12,1.4
Cc1cccc(OCc2nc(-c3ccccn3)no2)c1,0.1,-50,6,0.5
O=C(Nc1nn[nH]n1)c1ccccc1Cl,-0.2,-1,-4,-0.3
Cc1ccccc1NC(=O)C(=O)N/N=C/c1cccc(I)c1,0.1,2,-12,0.9
COc1ccc(-n2c(C)cc(C(=O)CSc3nc(N)cc(N)n3)c2C)cc1,-0.1,11,10,-1.2
O=C(NN1CCCCC1)c1cccc2ccccc12,-0.3,4,-1,0.7
O=C(NCCc1ccc(O)cc1)c1csc(Br)n1,0.0,0,-10,0.6
N#Cc1c(NC(=O)c2nn3c(C(F)(F)F)cc(-c4ccc(Br)cc4)nc3c2Cl)sc2c1CCCC2,0.0,6,1,1.5
COC(=O)CN1C(=S)N(C)C(=O)/C1=C/c1ccc(OCc2cccc([N+](=O)[O-])c2)cc1,0.0,-9,-17,0.6
CCN(CC)c1ccc(/C=C2\N=C(c3cc([N+](=O)[O-])cc([N+](=O)[O-])c3)OC2=O)cc1,0.0,-6,-10,1.8
Cc1ccccc1-n1c(SCc2cccnc2)nc2c(sc(=S)n2-c2ccccc2C)c1=O,0.1,-5,-6,0.1
CCCOc1cccc(C(=O)Nc2ccc3nn(-c4ccc(OC)cc4)nc3c2)c1,0.0,8,2,-1.1
Cc1ccc(OCC(=O)Nc2ccccc2C(=O)Nc2ccccc2)cc1,-0.2,8,-1,-0.7
Cc1cc(CN2C(=O)C(C)Oc3ccc(F)cc32)no1 (centres undefined),0.1,4,16,0.7
COC(=O)c1ccc(N2C(=O)c3cccc([N+](=O)[O-])c3C2=O)cc1O,-0.2,-10,-5,-0.2
O=C1NC(=Nc2ccccc2Cl)S/C1=C\c1ccc2c(c1)OCO2,-0.1,20,3,-0.5
COc1ccc(C2=NN(CC(=O)N3CCN(c4ccccc4OC)CC3)C(=O)CC2)cc1,-0.1,1,2,1.2
CCCn1c(=N)n(CC(=O)C(C)(C)C)c2ccccc21,-0.1,-4,10,-1.4
COC(=O)c1ccc(OC(=O)[C@@H](NS(=O)(=O)c2ccc3c(c2)OCCO3)C(C)C)cc1,0.1,3,2,-1.1
COc1ccc(CNc2n[nH]c3nc(C)cc(C(F)(F)F)c23)cc1OC,1.8,0,0,1.0
O=C(CSc1nc2ccccc2c(=O)n1Cc1ccc2c(c1)OCO2)NC1CCCC1,-0.1,3,2,-1.3
Cc1sc2nc(C)n(C3CCN(C(=O)C(C)c4ccccc4)CC3)c(=O)c2c1C (centres undefined),-0.1,1,15,0.9
COc1ccc(/C=C2\SC(N3CCN(c4ccccc4)CC3)=NC2=O)cc1OC,-0.1,0,21,-1.7
CCCN(CCC)S(=O)(=O)c1ccc(F)c(C(=O)Nc2cc(C)ccc2OC)c1,-0.2,4,7,-0.3
O=C(O)C1Cc2ccccc2CN1C(=O)CCl (centres undefined),0.1,-6,-34,0.7

# Profiles, looked up by structure. Screens in order: FBW7 activator, TEAD-YAP inh, MITF primary, GPR151 ag
# `COc1ccc(C2=NN(CC(=O)N3CCN(c4ccccc4OC)CC3)C(=O)CC2)cc1` in the list: -0.1, 1, 2, 1.2
# `COC(=O)c1ccc(N2C(=O)c3cccc([N+](=O)[O-])c3C2=O)cc1O` in the list: -0.2, -10, -5, -0.2
# `Cc1sc2nc(C)n(C3CCN(C(=O)C(C)c4ccccc4)CC3)c(=O)c2c1C` (centres undefined) in the list: -0.1, 1, 15, 0.9

# Individual results from the list.
# For TEAD-YAP inh, `COc1ccc(-n2c(C)cc(C(=O)CSc3nc(N)cc(N)n3)c2C)cc1` has the entry 11
# For GPR151 ag, `O=C(CSc1nc2ccccc2c(=O)n1Cc1ccc2c(c1)OCO2)NC1CCCC1` has the entry -1.3

# 4 successive compounds already listed, for reference:
SMILES,FBW7 activator,TEAD-YAP inh,MITF primary,GPR151 ag
COc1cc(OC)cc(-c2nc3ccccc3c(=O)n2NC(=O)Cc2cccs2)c1,1.4,-2,12,1.4
Cc1cccc(OCc2nc(-c3ccccn3)no2)c1,0.1,-50,6,0.5
O=C(Nc1nn[nH]n1)c1ccccc1Cl,-0.2,-1,-4,-0.3
Cc1ccccc1NC(=O)C(=O)N/N=C/c1cccc(I)c1,0.1,2,-12,0.9

# (further entries)
SMILES,FBW7 activator,TEAD-YAP inh,MITF primary,GPR151 ag
O=C(CN1C(=O)CCC1=O)Nc1nc(-c2ccc(Cl)cc2Cl)cs1,0.0,6,-4,0.9
Fc1ccc(N=c2scc(-c3ccc(-c4ccccc4)cc3)n2Cc2ccc3c(c2)OCO3)cc1,-0.1,1,6,1.0
CCSCCOC(=O)C1=C(C)NC2=C(C(=O)CC(C)(C)C2)C1c1cccc(O)c1 (centres undefined),-0.1,-8,-11,-0.3
CC(NC(=O)OCCOc1ccccc1)(C(F)(F)F)C(F)(F)F,0.0,10,-9,-0.4
CCC(=O)N(C)C(Cc1ccc(F)cc1F)C1CCN(C(=O)c2cc(C)on2)CC1 (centres undefined),1.1,-2,26,1.0
CCCCOc1cccc(NC(=O)CCSc2nccn2C)c1,-0.1,-16,7,0.8
CCc1ccc(-n2c(=S)sc3c(=O)n(-c4ccc(F)cc4)c(SCc4ccc(Cl)cc4)nc32)cc1,-0.1,0,4,-0.3
Cc1ccccc1C1=N/C(=C\c2ccc(C(C)(C)C)cc2)C(=O)O1,0.1,-1,-8,1.0
COc1ccc(NC(=O)Nc2ccc(Cl)cn2)cc1OC,-0.2,6,-23,0.1
CCN(CC(=O)Nc1c(F)cccc1F)C(=O)c1ccc(C#N)cc1,0.1,5,6,-0.9
Cc1ccc(N(CC(=O)N2CCc3ccccc32)S(=O)(=O)c2c(C)noc2C)cc1,0.0,3,-9,0.5
COC(=O)C1CCN(C(=O)c2cccc(I)c2)CC1,0.9,-10,-6,-0.5
CC[C@H](C)[C@H](NC(N)=O)C(=O)OCC(=O)NCc1ccc(Cl)cc1,0.1,0,13,1.1
CC1(C)CC(=O)C=C(Nc2nc(-c3ccccc3)cs2)C1,0.6&0.0,-12&-24,3&-14,-0.5&-0.8
Cc1ccc(C)c(CN[C@H]2C[C@H]3C(=O)N[C@@H](Cc4c[nH]c5ccccc45)C(=O)N3C2)c1,0.0,8,-15,-1.2
O=S(=O)(Nc1ccc2c(c1)OCCO2)c1cccc2nsnc12,0.0,19,-5,-0.5
COC(=O)C1=C(C)NC(=O)NC1c1cc2c(cc1Cl)OCO2 (centres undefined),-0.1,2,2,0.3
COc1cc2ncn3c(=O)n(CC(=O)NCc4ccc(F)cc4)nc3c2cc1OC,0.0,-1,-2,-0.7
CCOc1cc(/C=N/NC(=O)Cn2cnc3c(=O)n(C)c(=O)n(C)c32)ccc1O,0.4,14,13,1.2
CCOc1cccc(NC(=O)/C(C#N)=C\c2cc(OC)c(O)cc2Br)c1,0.2,12,4,-1.0
CCNc1ncc(C)c(NCCCN2CCCC2=O)n1,0.0,4,3,-1.7
COc1ccc(-c2nc(N)sc2C)c(OC)c1,0.7,-4,-11,0.2
CCONC(=O)c1cnc2sc3cc(OC)ccc3n2c1=O,0.0,9,3,0.8
NC(=S)NCCCC(N)C(=O)O (centres undefined),-0.1,-7,-6,-0.9
CN(C)c1ncnc2c1C(c1ccc([N+](=O)[O-])cc1)c1c(ncnc1N(C)C)O2,0.1,-7,8,6.2*

# Screening results (PubChem)
